Screens as filed in PubChem BioAssay.
bCat nuc transl: alters nuclear translocation of beta-catenin in HeLa cells; actives 0.3% (n = 190,000); immunofluorescence imaging; AID 1665; nuclear translocation activity, % at 5 µM;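 active = nuclear translocation activity above 50% at 5 µM, with a well cell count of 50 or more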;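 note: per-cell ratio of nuclear to cytoplasmic median beta-catenin stain intensity; plate controls were DMSO negative control for no effect and GSK-3 inhibitor IX positive control for full effect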
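Assay system: human HeLa cells, native beta-catenin; doses: 5 µM primary, 0.02–20 µM confirmation; incubation: compound treatment 24 h, 37°C, 5% CO2; technique: fluorescence imaging of beta-catenin antibody stain plus DAPI; measure: % activation, nuclear-to-cytoplasmic median beta-catenin signal ratio per cell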
Ins promoter up: MIN6 insulin promoter up-regulation; MIN6 insulin promoter-GFP reporter, high-content imaging; stronger effect = higher value; z-score at 5 µM; actives 0.3% (n = 190,000);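 active = z-score above 3 at 5 µM with at least 500 cells counted in the well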
ER stress rescue: rescue of cells from ER stress-induced death, primary screen, 384-well, CSM14.1, thapsigargin, ATP luminescence (AID 1222) | CSM14.1 thapsigargin-induced death rescue, ATP luminescence; higher % means a stronger effect | cellular ATP content (survival), % at 20 µM, or EC50 in µM where a hit was titrated | 190,000 tested, under 10 active;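 active = EC50 below 50 µM in the dose-response confirmation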;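 note: death triggered by thapsigargin at about 15 µM added after 2 h compound pretreatment; cell ATP read after overnight thapsigargin exposure of roughly 18 to 22 hours; normalized against plate controls of thapsigargin alone and 5% DMSO vehicle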
Autophagy mod: autophagy modulation, high-content screen | MEF GFP-LC3 puncta imaging; test concentration mostly 10 µM | calls only at 10 µM (by protocol) | actives 0.98% (n = 190,000);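 active = percentage of spot-positive cells more than 3 SD above its plate mean, without a fluorescence outlier flag or 80% toxicity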;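 note: spot-positive cell cutoff set from DMSO-treated cells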
Lipid droplet: hepatic lipid droplet formation modulation. inhibition, % at 6.5 µM. AML12 mouse hepatocytes, oleate lipid droplets, BODIPY imaging. AID 1656. actives 0.4% (n = 240,000);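 active = lipid droplet intensity inhibited by at least 50%, with more than 500 cells counted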
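System: AML12 hepatocytes (mouse). Probe or stimulus: oleic acid at 100 µM to induce lipid droplet formation. Times: overnight treatment with compound plus oleate. Detection: Image-based BODIPY and DAPI two-channel analysis. Evaluation: percent inhibition of filter-corrected integrated lipid droplet intensity per well.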
WT yeast gro inh: growth inhibition of WT yeast, mitochondrial fusion screen. mitochondrial fusion phenotypic screen, WT strain. inhibition, % at 10 µM. actives 2.1% (n = 190,000); in the data active = inhibition above about 58%; tested in S. cerevisiae
Dynein transport: blocks dynein driven cargo transport along microtubules; 3617.4 mouse cells, GR-EGFP nuclear translocation imaging; test concentration mostly 20 µM; stimulated with dexamethasone, 1 µM; stronger effect = lower value; z-score, hits read low; actives 0.47% (n = 220,000);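 active = plate z-score of nuclear minus cytoplasmic receptor signal below a set negative limit, without overly bright fluorescence or cell loss, cut at about -3.5 in these data, passing the limit was not always enough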;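 note: z-score of nuclear minus cytoplasmic ring GR-EGFP intensity difference per well; some compounds called inactive have numbers as strong as hits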
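Buffer or medium: tetracycline-free induction medium containing charcoal-stripped FBS / Reagent: dexamethasone agonist, 1.0 µM final, for 30 min / Technique: automated 10x imaging of fixed Hoechst-stained cells / Times: induction 48 h, compound 1 h, agonist 30 min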
XIAP displacement: XIAP antagonists, biochemical, IAP family, fluorescence polarization (AID 1018); actives 0.007% (n = 200,000); one-dose displacement, % at 20 µM; IC50 in µM for titrated hits; XIAP BIR domain, fluorescence polarization peptide displacement; higher % means a stronger effect; in the data active = displacement above about 50%; note: a part of the inactive calls stands beside numbers as strong as those of hits
MT stabilizer: microtubule stabilization, imaging screen. HeLa tubulin immunostaining HCS, 24 h; share of cells brighter than vehicle mean+2SD. % tubulin-high responders, % at 10 µM. actives 0.83% (n = 200,000). AID 2205;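 active = plate Z-score above 3 for both tubulin-high and condensed-nucleus cell shares, with cell loss under 80%, at 10 µM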;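 note: anti alpha tubulin signal scored within the nucleus-defined area of each cell; some results filed as inactive read as strong as hits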
WT yeast gro inh mutant strain: also measured in WT yeast gro inh; calls as there; inhibition, %; mitochondrial fusion phenotypic screen, mutant strain inhibition
Dynein transport cytoplasmic EGFP: recorded beside Dynein transport, whose call it bears; z-score; measured here: cytoplasmic GR-EGFP intensity; stronger effect = higher value
Dynein transport nuclear GR-EGFP: recorded beside Dynein transport, whose call it bears; z-score; measured here: nuclear GR-EGFP intensity;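 lower value marks the stronger effect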
Dynein transport cell count: second read-out of Dynein transport, no call of its own (marks repeat the call); z-score; measured here: cell count per field
Ins promoter up cell count: also measured in Ins promoter up; calls as there; cell count; measured here: cytotoxicity, nuclei count;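 total cells summed across four imaged fields per well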
Lipid droplet cells 6.5 µM: further read-out of Lipid droplet, marked with its call; cell count; measured here: cell count, cytotoxicity flag;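 cells counted across two imaged fields per well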
bCat nuc transl cell count 5 µM: further read-out of bCat nuc transl, marked with its call; cell count; measured here: cell count, cytotoxicity flag
MT stabilizer Hoechst-high %: second read-out of MT stabilizer, no call of its own (marks repeat the call); % Hoechst-high responders; measured here: nuclear condensation Hoechst responders;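 share of cells brighter than vehicle mean plus two SD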
MT stabilizer cytotoxicity %: further read-out of MT stabilizer, marked with its call; toxicity, %; measured here: cytotoxicity by cell density;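 0% = mean cell density of plate MIN control wells and 100% = no cells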
Autophagy mod cell loss 18 h: second read-out of Autophagy mod, no call of its own (marks repeat the call); toxicity, %; measured here: cell loss, nuclei count;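 cell loss after 18 h compound exposure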
* hit, by the source's call; i = inactive; x = no result given. Hits appear at their usual frequency; 4% or so of the library scored in one or more.

Every second line gives: XIAP displacement | Ins promoter up cell count | Dynein transport nuclear GR-EGFP | Autophagy mod cell loss 18 h | Dynein transport cell count | Lipid droplet | MT stabilizer Hoechst-high % | WT yeast gro inh | Dynein transport | Ins promoter up | WT yeast gro inh mutant strain | MT stabilizer | ER stress rescue | bCat nuc transl | Autophagy mod | MT stabilizer cytotoxicity % | bCat nuc transl cell count 5 µM | Dynein transport cytoplasmic EGFP | Lipid droplet cells 6.5 µM
COc1ccc(OC)c(NC(=O)CSc2nnnn2-c2ccc3c(c2)OCO3)c1
    0.1% | 1848 | -0.074 | 9 | 0.88 | -64 | 2.1 | 9 | -0.62 | -0.07 | 2 | 3.4 | -0.4% | -2.7 | i | 5.6 | 1084 | -0.35 | 452
Cc1ncc([N+](=O)[O-])n1Cc1ccc(Br)cc1
    1.1% | 1422 | -0.95 | 9 | 0.33 | 10 | 2.0 | 21 | -1.1 | 0.28 | 23 | 2.2 | -2.2% | -0.3 | i | 2.4 | 1448 | -0.2 | 722
OC(COc1ccc2ccccc2c1)CN1CCOCC1 (stereo not drawn)
    -3.9% | x | 0.12 | 30 | -0.56 | 7 | 2.3 | -15 | 0.42 | x | 2 | 3.6 | -0.7% | -4.6 | i | 7.2 | 620 | -0.055 | 730
COC(=O)c1ccc(NC(=O)NCCCl)cc1
    -6.4% | 1327 | 0.91 | 5 | -0.57 | 22 | 2.4 | -34 | 1.9 | 0.25 | -14 | 3.7 | 1.0% | -0.3 | i | 7.8 | 1033 | -0.21 | 641
CCOC(=O)Cc1nnc2c(Nc3ccc(Cl)cc3)nc3nonc3n12
    -3.0% | 1079 | -0.48 | 14 | 0.76 | -15 | 1.5 | 77 | -1.1 | 0.69 | 81 | 3.4 | -0.1% | x | i | 14 | x | -0.21 | 706
O=C(CSc1nc2ccc([N+](=O)[O-])cc2s1)c1ccc2ccccc2c1
    x | 1435 | 0.013 | x | 0.67 | -5 | x | x | 0.4 | 0.01 | x | x | x | -0.4 | x | x | 1179 | -0.09 | 744
Cc1ccc(OCc2nnc(SCC(=O)Nc3cccc4ccccc34)n2-c2ccccc2)cc1
    -3.9% | 500 | 0.24 | 21 | 0.76 | -7 | 2.2 | 39 | 0.62 | -0.83 | 9 | 2.8 | -2.3% | -1.2 | i | 6.7 | 1017 | -0.068 | 727
Cc1ccccc1Cn1ccc(NC(=O)c2cnn3cccnc23)n1
    3.6% | 1206 | 0.56 | -7 | -0.12 | 5 | 2.6 | -9 | 1.1 | -0.24 | -3 | 2.7 | -1.0% | -0.9 | i | 5.9 | 1118 | -0.25 | 730
CC(=Nc1ccccc1)C1=C(O)CC(C)(C)CC1=O
    -7.8% | 1436 | -0.37 | -38 | 0.59 | -2 | 2.0 | -1 | -0.8 | 0.03 | 1 | 5.5 | -5.8% | 1.1 | i | 5.7 | 1093 | -0.29 | 688
O=C(CCNc1ccc(Cc2ccncc2)cc1)c1cccc([N+](=O)[O-])c1
    -5.4% | 1491 | -0.35 | 13 | 0.79 | -7 | 2.7 | 15 | -0.68 | -0.64 | 6 | 1.7 | 0.5% | -1.8 | i | 7.8 | 1089 | -0.3 | 644
Cc1cc(Br)ccc1OCC(=O)N1CCCCCC1
    -4.4% | x | 0.22 | 15 | 1.4 | 1 | 2.6 | 17 | 0.11 | x | -13 | 2.4 | 0.5% | x | i | 6.3 | x | -0.088 | 815
O=C1CC(c2ccc(F)cc2)CC2=C1C=Nc1ccccc1N2 (stereo not drawn)
    14% | 961 | -0.76 | 7 | 0.48 | 5 | 2.0 | 28 | -1.4 | -2.1 | 0 | 1.6 | 7.3% | 0.3 | i | 9.7 | 1530 | -0.2 | 696
CCOc1ccc(NC(=S)NN2C(C)CCCC2C)cc1 (stereo not drawn)
    -3.6% | 1378 | 0.22 | -1 | 0.63 | -10 | 2.4 | 5 | 0.07 | 0.29 | -14 | 2.7 | -0.3% | -2.4 | i | 2.7 | 552 | -0.04 | 715
Cc1ccc(O)c(NC(=O)c2noc3c2CCc2ccccc2-3)c1
    -6.8% | 1291 | 0.056 | 4 | 0.33 | 13 | 3.0 | -1 | -0.52 | -0.18 | 4 | 1.9 | -5.9% | 2.8 | i | 4.7 | 1069 | -0.3 | 715
Cc1ccc(C(=O)COc2cc(C)nc3nncn23)cc1
    x | 1166 | 0.38 | x | -0.34 | 6 | x | x | 0.62 | -1.1 | x | x | x | -0.1 | x | x | 1213 | -0.21 | 751
O=C(c1ccco1)N1CCN=C1SCc1c(F)cccc1Cl
    1.4% | 1633 | -0.3 | 13 | 0.55 | x | 2.0 | 23 | -0.96 | 0.14 | 19 | 2.3 | 0.0% | -4.3 | i | 7.9 | 1003 | -0.12 | x
CCOCCn1c(CN2CCOCC2)nc2c1c(=O)[nH]c(=O)n2C
    -4.2% | 1238 | 0.79 | 12 | 0.26 | -1 | 2.9 | -5 | 1.5 | 0.53 | -8 | 2.5 | -1.4% | -4.1 | i | 4.3 | 1349 | -0.19 | 728
O=C(COc1ccc(Cl)cc1)NNC(=O)c1ccccn1
    -6.6% | x | -0.38 | 17 | 0.74 | x | 2.5 | 19 | -0.23 | x | -3 | 3.1 | 2.6% | x | i | 8.0 | x | -0.16 | x
O=C(c1cccnc1)N1CCC(Oc2ccc(C(=O)N3CCCC(O)C3)cc2)CC1 (stereo not drawn)
    -4.2% | 1478 | 1.5 | 3 | -1.9 | 0 | 1.2 | 7 | 2.5 | 1.2 | 9 | 2.8 | 0.3% | 1.1 | i | 1.1 | 1026 | -0.1 | 689
COc1ccc(/C=N/n2c(=O)[nH]c3c([nH]c4ccc(C)cc43)c2=O)cc1CN1CCOCC1
    -6.8% | 1366 | 0.49 | -7 | 0.19 | 28 | 2.4 | 5 | 0.93 | -0.28 | 3 | 3.2 | -2.7% | x | i | 1.3 | x | -0.24 | 697
O=C1NC2(CCCCC2)C(=O)N1/N=C/c1ccc(O)cc1O
    -7.6% | 983 | 0.43 | -8 | -0.49 | 12 | 1.3 | -11 | 0.74 | 0.8 | -2 | 1.8 | -2.2% | 3.1 | i | 5.7 | 967 | 0.18 | 796
COc1cc(NC(=O)c2cc(Br)cc(C)c2OC)ccc1NC(=O)C(C)C
    -5.9% | x | -0.7 | -5 | 0.71 | 4 | 1.9 | -23 | -1 | x | -7 | 0.9 | -0.3% | -0.4 | i | 0.2 | 1518 | -0.21 | 630
CC(C)(C)c1nc(N)nc(=O)[nH]1
    x | 1112 | 0.31 | x | -0.042 | 4 | x | x | 0.9 | -0.43 | x | x | x | 0.5 | x | x | 1320 | -0.27 | 761
O=C(CSc1nnc(-c2ccncc2)n1Cc1ccco1)Nc1ccccc1F
    x | 1084 | -0.15 | x | 0.42 | -5 | x | x | -0.22 | 0 | x | x | x | 0.8 | x | x | 1306 | -0.28 | 737
COc1ccc(Cl)cc1NC(=O)CN(C1CCCCC1)S(C)(=O)=O
    3.4% | 1333 | -0.37 | -4 | 0.79 | -1 | 2.4 | -8 | -0.32 | 0.49 | -28 | 4.5 | -0.6% | 0.4 | i | 5.4 | 1014 | -0.27 | 744
CCCCCSc1nnc(-c2cc(Br)ccc2N)c(=O)[nH]1
    -7.7% | 1561 | 0.78 | 13 | -0.67 | x | 1.5 | -14 | 0.94 | 0.68 | 6 | 2.7 | -1.1% | -1.6 | i | 21 | 1436 | -0.13 | x
Cc1cc(C)cc(C(=O)OCC(=O)NCc2cccs2)c1
    -5.3% | 1328 | 0.64 | 7 | -1.3 | 2 | 3.9 | 2 | 1.9 | 0.27 | -11 | 1.9 | -2.8% | -2.0 | i | 7.8 | 553 | -0.23 | 677
O=C1CN(C(=O)c2cc(Br)c(Br)s2)c2ccccc2N1
    -2.9% | 912 | 0.039 | 11 | 0.28 | -1 | 4.4 | 21 | -0.54 | -0.5 | 21 | 23 | 3.2% | -1.4 | i | 68 | 1235 | 0.084 | 723
O=C1/C(=C/c2cccs2)Sc2ccccc21
    -5.2% | 1470 | -0.17 | 1 | 0.34 | 0 | 1.2 | 14 | -0.16 | 0.66 | 11 | 6.4 | -1.5% | 1.7 | i | 3.0 | 1050 | -0.22 | 592
O=C(O)CC(NC(=O)C12CC3CC(CC(C3)C1)C2)c1ccc(OC2CCCC2)cc1 (stereo not drawn)
    -4.0% | x | -0.039 | 24 | 0.62 | 5 | 1.9 | 2 | -0.14 | x | 3 | 4.0 | 0.5% | -0.8 | i | 4.7 | 1056 | -0.33 | 695
CCN(CC)S(=O)(=O)c1ccc(/C=C/C(=O)Nc2ccc(N3CCOCC3)cc2)cc1
    x | 1037 | -0.00042 | x | -0.36 | 2 | x | x | 0.14 | -0.18 | x | x | x | -0.4 | x | x | 1296 | -0.26 | 737
